Screening results as filed in PubChem.
IkB sig inh: suppresses IkB signaling in ABC-DLBCL reporter cells. ABC-DLBCL IkBa-CBG/CBR dual luciferase ratio, 4 h; response scale: scaled: untreated 0%, proteasome inhibitor 100%. Potency, µM (series often up to 57.1 µM), without a hit: at the highest dose IkBa stabilization activation. actives 0.04% (n = 110,000); active = well fitted curve in the direction sought with a large enough effect in the signal ratio, not every such curve was filed as active; inconclusive = small, poorly fitted or top-dose-only effect, or a change in a side signal; the % refers to the signal ratio;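 also: the direction sought is a rising ratio; 0% = basal untreated cells and 100% = reference inhibitor full response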
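Curves were fitted separately to fusion (green), unfused (red) and ratio luminescence, then classed by r2, magnitude and activity. Cells: OCI-Ly3, 4 h compound plus doxycycline at 37C; 10 uM MG-132 defined full response.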
p53ts 39C kill: kills p53ts cells at the nonpermissive temperature; Potency, µM (highest dose often 46.1 µM), for the others: at the top dose activity change, negative = cell killing, hits mostly cytotoxic; H1299-p53A138V viability at 39C, ATP luminescence, 24 h; actives 1.5% (n = 130,000); also: nearly all actives have a fitted effect of over 55% in size
Imprint erasure: induces erasure of genomic imprints in mouse ES cells; AID 1948; mouse ES Peg3-LacZ reporter, beta-gal luminescence, 40 h; Potency, µM (series often up to 60.7 µM), inactives show top-dose activity change, positive = activation, usual class: activators; actives 0.02% (n = 110,000);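 also: 0% = negative control wells on the plate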
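Imprint erasure is scored as LacZ activity from the silenced maternal Peg3 allele in feeder-free female ES cells cultured 40 h with LIF. Luminescence is normalized to in-plate negative controls and fitted to the Hill equation.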
p53ts 32C kill: p53ts cell cytotoxicity, permissive temperature; H1299-p53A138V at 32C, ATP luminescence viability, 24 h; Potency, µM (series often up to 46.1 µM), inactives show at the highest dose activity change, negative = cytotoxicity, usual class: cytotoxic; actives 0.93% (n = 130,000);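 also: 0% = DMSO and -100% = full killing by reference compound; nearly all actives have a fitted effect of over 55% in size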
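Cells: H1299 p53ts (A138V), 600/well, pre-incubated 16–30 h at 37C. Cpd up to 46 uM, 24 h, 32C. Readout: ATPlite luminescence, 20 min RT. Normalization: DMSO vs tamoxifen 100 uM. AC50 by Hill equation.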
* = called active by the depositor; ? = inconclusive; / = not tested or not shown; & = joins results of further samples; ! = a repeat was not active; [ ] = dose if it differs, or a comment. Unless noted, calls follow the shape of the dose curve; as a rule, active = well fitted curve in the direction sought with a large enough effect; inconclusive = small, poorly fitted or top-dose-only effect, or another doubt; inactive = no such curve, though single readings can be large; an effect the other way counts as inactive or inconclusive. Unless noted, % is scaled to controls: 0 for no effect and ±100 for the full control effect; potency is read from the fitted curve at half-maximal effect. Not all compounds are listed, so the mix of outcomes need not match the whole.

Order of values – p53ts 32C kill	p53ts 39C kill	IkB sig inh	Imprint erasure
> O=C(O)CP(=O)(O)c1ccc(Cl)cc1
→ 14%	13%	-1.1%	3%
> CCN(CC)Cc1c[nH]c2ccccc12
→ 1%	-4%	?	-9%
> Cc1ccc(OCC(=O)Nc2ccc(Cl)cc2C(=O)c2ccccc2)c(Br)c1
→ 11%	-29%	-3.3%	-5%[10.9 µM]
> COc1cc(OC)c(OC)cc1CNCCc1ccc(OC)c(OC)c1
→ -3%	1%	3.2%	-6%
> C[C@@]12CC[C@H]3[C@@H](CC[C@]4(O)C[C@H](O)CC[C@@]34C=O)[C@]1(O)CC[C@@H]2C1=CC(=O)OC1
→ ?	?	?	0%[16.8 µM]
> CC(C)(O)[C@@H]1C2OC(=O)[C@@H]1[C@]1(O)C[C@H]3O[C@]34C(=O)O[C@H]2[C@]14C
→ 6%	-12%	/	-3%
> O=C(COC(=O)c1cccc(NC(=O)c2ccc(Br)cc2)c1)c1ccc(Br)cc1
→ -24%	?	?	?
> Cc1ccc(S(=O)(=O)N(C)CCCC(=O)N2CCN(c3ccccn3)CC2)cc1
→ -12%	-14%	7.6%	-10%
> CN(C)CCN(Cc1ccccc1)c1ccnc(N(C)C)c1C#N
→ -10%	3%	0.3%	-33%[inhibitor]
> CCCCn1c(=O)c(C(=O)Nc2cnccn2)c(O)c2ccccc21
→ 4%	12%	1.1%	0%
> COCCCn1c(N)c(C(=O)OC(C)COC)c2nc3ccccc3nc21 (centres undefined)
→ 11%	-7%	-2.8%	-3%
> C=CCCl
→ 13%[1.84 µM]	0%	-0.5%	2%
> Cc1ccc(NC(=O)Nc2ccc3nc(N4CCN(C)CC4)cc(C)c3c2)cc1F
→ 25µM*	?	-5.6%	4%[10.9 µM]
> N[C@@H](Cc1c[nH]c2ccccc12)c1nnc(SCc2ccccc2)o1
→ 12%	-10%	0.5%	-8%
> Cc1c(C(=O)c2cccc3ccccc23)c2cccc3c2n1[C@H](CN1CCOCC1)CO3
→ 16%	23%	?	-20%
> CC(C)CC12CN3CCN(CC(C3)C1O)C2 (centres undefined)
→ -2%	11%	-2.1%	-6%
> OC1(c2ccc(F)cc2)CC2CCC(C1)N2Cc1nnnn1C1CCCC1 (centres undefined)
→ 15%	9%	-0.3%	-4%
> CCCC(C)C1(CC)C(=O)NC(=Nc2ccccc2)NC1=O (centres undefined)
→ 4%	22%	/	/
> COc1ccc(C(=O)Nc2nnc(S(=O)(=O)N(CC(C)C)c3ccc(C)cc3)s2)cc1OC
→ -27%	?	-1.1%	-8%[10.9 µM]
> CCCc1cc2c(n1Cc1ccco1)C(C)C1CN(C(=O)c3ccccc3)C(C)(C(=O)OC)C21 (centres undefined)
→ 11%	-29%	/	10%

Next records:
Order of values – p53ts 32C kill	p53ts 39C kill	IkB sig inh	Imprint erasure
> Cn1c(SCC(=O)Nc2ccccc2F)nc2c([nH]c3ccccc32)c1=O
→ 1%	?	-0.1%	-9%[10.9 µM]
> C=CC(=C)C
→ ?	6%	-1.5%	-4%
> O=C1CCCC2=C1C(c1cccnc1)Nc1ccccc1N2 (centres undefined)
→ 3%	3%	-1.4%	3%
> O=C1C=C2C=C[C@H]3C[C@@]2(O1)[C@H]1CCCCN31
→ 3%[20.6 µM]	15%[20.6 µM]	11%[11.4 µM]	-29%[16.8 µM]
> C[C@@H]1OC=C2[C@@H](O)[C@H]3O[C@H]3C(=O)[C@@]23[C@H]1[C@H]1C2=C([C@@H](O)[C@H]4O[C@@H]4C2=O)[C@@H]3O[C@@H]1C
→ -1%[9.22 µM]	4%[9.22 µM]	/	/
> CCOC(=O)c1c(C)n(Cc2ccco2)c2ccc(OC)cc12
→ -5%	-3%	1.3%	-22%
> CN(C)CCc1nc2ccccc2c(=O)n1-c1ccccc1
→ -17%	4%	?	0%
> N[C@H](CCCCCP(=O)(O)O)C(=O)O
→ 10%&9%	29%&19%	0.6%&-0.2%&3.0%&0.4%	-11%&7%&0%
> CN1CCN(c2nc3ccccc3c(=O)n2-c2ccccc2)CC1
→ 2%	13%	-3.7%	-4%
> Cc1nn(-c2ccccc2)c2c1CC1(C(=O)N(C)C(=O)N(C)C1=O)C1CCCCN21 (centres undefined)
→ 3%	-9%	0.6%	-5%
> CC1=CC(C)C(COC(N)=O)(COC(N)=O)C(C)C1 (centres undefined)
→ 1%	-1%	-1.2%	-8%
> COc1cc2c3c(c1OC)-c1cc(O)ccc1CC3NCC2 (centres undefined)
→ 0%	-4%	1.3%	4%
> CCCC12CN3CC(CCC)(CN(C1)C3c1ccccn1)C2=O (centres undefined)
→ -1%	-16%	1.9%	-10%[10.9 µM]
> NC(=O)CN1C[C@@H](O)CC1=O
→ -1%	14%	-4.4%	/
> CC(CO)NC(=O)C1C=C2c3cccc4[nH]cc(c34)C[C@H]2N(C)C1 (some centres undefined)
→ 8%	-11%	/	-13%
> Cc1cccc(-n2c(C)nc3cc(C(=O)N4CCC5(CC4)OCCO5)ccc32)c1
→ 3%	1%	2.1%	-16%
> Cc1cccc(-n2c(/C=C/c3ccccc3O)nc3ccccc3c2=O)c1
→ ?	-12%	?	-7%[10.9 µM]
> C[C@@H]1CC[C@@]2(OC1)O[C@H]1[C@@H](O)[C@H]3[C@@H]4CC[C@H]5C[C@@H](O[C@@H]6O[C@H](CO)[C@H](O[C@@H]7O[C@H](CO)[C@@H](O)[C@H](O[C@@H]8OC[C@@H](O)[C@H](O)[C@H]8O)[C@H]7O[C@@H]7O[C@H](CO)[C@@H](O)[C@H](O[C@@H]8O[C@H](CO)[C@@H](O)[C@H](O)[C@H]8O)[C@H]7O)[C@H](O)[C@H]6O)[C@H](O)C[C@]5(C)[C@H]4CC[C@]3(C)[C@H]1[C@@H]2C
→ 3%[1.84 µM]	13µM*	?	-27%
> CCSC(=O)N1CCCCCC1
→ -22%[1.84 µM]	-3%	1.0%	11%
> Cn1cc(C(=O)C(=O)N[C@H]2CN3CCC2CC3)c2ccccc21
→ -5%	-6%	?	-23%

(next part)
Order of values – p53ts 32C kill	p53ts 39C kill	IkB sig inh	Imprint erasure
> COC(=O)[C@]1(C)CC[C@@]2(C)CC[C@@]3(C)C4=CC=C5C(=CC(=O)C(O)=C5C)[C@@]4(C)CC[C@@]3(C)C2C1 (some centres undefined)
→ 10µM*	13µM*	/	-45%[inhibitor]
> CC1(C)C2CC=C(CN3CCC(O)CC3)C1C2 (centres undefined)
→ 4%	-4%	2.7%	-11%
> Oc1cc(Cl)c(Cl)c(Cl)c1
→ -5%[1.84 µM]	18%	?	-9%
> CC(=O)OC1C[C@@]2(C)C(c3ccoc3)C[C@H]3O[C@@]32[C@@]2(C)C(=O)C(O)=C3C(C)(C)C(=O)C=C[C@]3(C)C12 (some centres undefined)
→ 1.6µM*	?	/	-30%[inhibitor]
> C[C@@]12CC[C@H](O)C[C@@H]1CC[C@H]1[C@@H]2C[C@@H](O)[C@]2(C)[C@@H](C3=CC(=O)OC3)CC[C@]12O
→ -22%[20.6 µM]	?	?	-3%[16.8 µM]
> CCn1c(O)c(C=NCc2cccs2)c(=O)[nH]c1=O
→ 5%	4%	-1.6%	-16%
> Cc1ccc(O)c(CN2CCN(c3ccccc3)CC2)c1
→ -29%	-5%	0.5%	-34%[inhibitor]
> Cc1ccc(NC(=O)CN2C(=O)CN=C(c3ccccc3)c3ccccc32)cc1Cl
→ 31%[activator]	8%	0.1%	11%[10.9 µM]
> O=C1CC[C@]2(O)[C@H]3Cc4ccc(O)c5c4[C@@]2(CCN3CC2CC2)[C@@H]1O5
→ -3%[20.6 µM]	11%[20.6 µM]	3.4%[25.6 µM]	3%[16.8 µM]
> O=C1CC[C@]2(O)C3Cc4ccc(O)c5c4C2(CCN3CC2CC2)C1O5 (some centres undefined)
→ -8%	-8%	/	1%
> NC(=O)OCCSc1nnc(-c2cccc(C(N)=S)c2)o1
→ 10%	28%	0.7%	0%
> N#CCCC#N
→ -20%[1.84 µM]	8%	1.4%	4%
> COc1ccc(NC(=O)N2CCCC3(CCN(C(=O)Oc4ccccc4)CC3)C2)cc1
→ -4%	-3%	0.2%[11.4 µM]	/
> CN1CC[C@@]2(c3cccc(O)c3)Cc3nc4ccccc4cc3C[C@H]2C1
→ -1%	-20%	0.4%	1%
> CN1[C@H]2CC(=O)C[C@@H]1[C@@H](O)C2
→ -5%[20.6 µM]	12%[20.6 µM]	-1.3%[25.6 µM]	0%[16.8 µM]
> COc1ccc(OCC(=O)N2CCN(Cc3cc(=O)n4nc(-c5ccc(OC)cc5)sc4n3)CC2)cc1
→ -7%	8%	0.6%	7%[10.9 µM]
> O=C(c1ccco1)N1CCC[C@@]2(CCN(Cc3ccncc3)C2)C1
→ -9%	1%	2.9%[11.4 µM]	/
> CC(C)(Cl)Cl
→ -7%[1.84 µM]	6%	0.7%	-9%
> Fc1ccc(C(OCCN2CCN(CCCc3ccccc3)CC2)c2ccc(F)cc2)cc1
→ ?	32µM*!	?	-32%[inhibitor]
> CCN(CC)S(=O)(=O)c1ccc(N=Cc2c(O)n(-c3ccccc3)c(=O)[nH]c2=O)cc1
→ 9%	7%	0.2%	0%

Quoted from above, six compounds:
Order of values – p53ts 32C kill	p53ts 39C kill	IkB sig inh	Imprint erasure
> CC(=O)OC1C[C@@]2(C)C(c3ccoc3)C[C@H]3O[C@@]32[C@@]2(C)C(=O)C(O)=C3C(C)(C)C(=O)C=C[C@]3(C)C12 (some centres undefined)
→ 1.6µM*	?	/	-30%[inhibitor]
> C[C@@]12CC[C@H](O)C[C@@H]1CC[C@H]1[C@@H]2C[C@@H](O)[C@]2(C)[C@@H](C3=CC(=O)OC3)CC[C@]12O
→ -22%[20.6 µM]	?	?	-3%[16.8 µM]
> CCn1c(O)c(C=NCc2cccs2)c(=O)[nH]c1=O
→ 5%	4%	-1.6%	-16%
> Cc1ccc(O)c(CN2CCN(c3ccccc3)CC2)c1
→ -29%	-5%	0.5%	-34%[inhibitor]
> Cc1ccc(NC(=O)CN2C(=O)CN=C(c3ccccc3)c3ccccc32)cc1Cl
→ 31%[activator]	8%	0.1%	11%[10.9 µM]
> O=C1CC[C@]2(O)[C@H]3Cc4ccc(O)c5c4[C@@]2(CCN3CC2CC2)[C@@H]1O5
→ -3%[20.6 µM]	11%[20.6 µM]	3.4%[25.6 µM]	3%[16.8 µM]

Carrying on:
Order of values – p53ts 32C kill	p53ts 39C kill	IkB sig inh	Imprint erasure
> O=C(Oc1ccccc1)N1CCC[C@@]2(CCN(Cc3ccccc3)C2)C1
→ -6%	-6%	-0.8%[11.4 µM]	/
> NC1(C(=O)O)CCCC1
→ -3%	-5%	/	5%
> O=c1cccc2n1CC1CNCC2C1 (centres undefined)
→ 6%&6%	1%&3%	/	-6%&1%
> COc1c2c(cc3c1OCO3)C13C=CC(OC)CC1N(C2)CC3O (centres undefined)
→ -2%	3%	/	12%
> C/C=C/c1ccc2c(c1)OCO2
→ 3%[1.84 µM]	3%	0.4%	0%&-9%&-5%
> C[C@@H]1O[C@H](C[N+](C)(C)C)CS1
→ -18%	13%	6.7%	-18%
> CCCCCn1c(=O)c(C(=O)Nc2ccncc2)c(O)c2ccccc21
→ 11%	-6%	?	-14%
> CC[C@H](Oc1ccc(Cl)cc1)C(=O)OC1C[C@H]2CC[C@@H](C1)N2C (some centres undefined)
→ -13%	-20%	0.0%	-16%
> COc1ccc(CC2C(=O)NC(=O)NC2=O)c(OC)c1
→ -1%	0%	2.0%	9%
> Cn1c(O)c(C=NC2CC3CCC2(C)C3(C)C)c(=O)[nH]c1=O (centres undefined)
→ 2%	2%	-0.5%	-5%
> O=C(c1ccc2c(c1)ncn2C1CCCCCC1)N1CCC2(CC1)OCCO2
→ 0%	7%	0.2%	-17%
> CC(=O)OC1=CC2=CC[C@H]3[C@H]4CCC(=O)[C@@]4(C)CC(=O)[C@]3(S)[C@]2(C)CC1
→ -7%[9.22 µM]	6%[9.22 µM]	1.7%[11.4 µM]	-4%[10.9 µM]
> CN(C)CCC=C1c2ccccc2CCc2ccccc21
→ -17%	?	3.2%	-26%

Entries above that contain two or more sulfur atoms:
Order of values – p53ts 32C kill	p53ts 39C kill	IkB sig inh	Imprint erasure
> COc1ccc(C(=O)Nc2nnc(S(=O)(=O)N(CC(C)C)c3ccc(C)cc3)s2)cc1OC
→ -27%	?	-1.1%	-8%[10.9 µM]
> NC(=O)OCCSc1nnc(-c2cccc(C(N)=S)c2)o1
→ 10%	28%	0.7%	0%
